Bioassay records (PubChem)
C2C12 statin = protects C2C12 myotubes from simvastatin toxicity; ATP luminescence, 48 h; scaled: DMSO 0, geranylgeraniol control 100; rescue of ATP level, % at 7.49 µM; 330,000 tested, 0.78% active; AID 602340;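 active = mean ATP rescue above about 67%, or every replicate alone reaching that limit, limit read from the data, passing the limit was not always enough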;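 note: myotubes were challenged with 10 µM simvastatin during compound exposure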
Xi reactivation = reactivates the inactive X chromosome in mouse fibroblasts; 360,000 tested, 0.055% active; XiGFP mouse fibroblasts, % GFP-positive cells imaging, 3 d; cells co-treated with 5-aza-dC sensitizer; scaled so ellipticine positive control = 100%; AID 743238; activation, % at 7.58 µM;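 active = mean normalized replicate activation at least 10% and every replicate at or above 10%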;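 note: 0% = median of on-plate neutral control wells and 100% = ellipticine 6 µM median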
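System: 68-5-11 XiGFP fibroblast line | Buffer or medium: DMEM containing 5-aza-dC | Compound: Single point | Times: Compounds 3 days, fix/stain 15 min at room temperature | Benchmarks: Positive control ellipticine, 6 µM final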
SIRT5 inh = blocks human SIRT5 desuccinylation of peptide | Q9NXA8 | Purified SirT5, succinyl-peptide AMC, trypsin-coupled fluorescence | inhibition, % at 15 µM | 330,000 tested, 1.1% active; in the data active = inhibition above about 15%
Target sequence (Q9NXA8 whole entry, looked up): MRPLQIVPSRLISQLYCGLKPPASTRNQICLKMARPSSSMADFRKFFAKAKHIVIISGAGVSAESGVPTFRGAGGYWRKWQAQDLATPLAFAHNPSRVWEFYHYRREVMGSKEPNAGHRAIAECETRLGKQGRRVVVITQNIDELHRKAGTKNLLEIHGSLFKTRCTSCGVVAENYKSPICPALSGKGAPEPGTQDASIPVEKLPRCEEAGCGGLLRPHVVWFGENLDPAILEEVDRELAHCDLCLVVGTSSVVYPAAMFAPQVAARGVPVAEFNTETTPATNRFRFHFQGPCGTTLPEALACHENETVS
ERAP1 inh = inhibitors of human ERAP1 aminopeptidase; recombinant ERAP1, Leu-AMC fluorescence, 60 min; Q9NZ08; inhibition, % at 10.7 µM; 340,000 tested, 0.15% active;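 active = mean replicate inhibition of at least 30%, or all replicates individually reaching that 30% level; inactive = mean below 30% and not every replicate reaching it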;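 note: 0% = neutral control wells and 100% = L-leucinethiol positive control wells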
S100A4 MyoIIA = blocks human S100A4 binding to myosin IIA peptide. P26447. S100A4/TAMRA-MyoIIA peptide fluorescence polarization. inhibition, % at 10.7 µM. 360,000 tested, 0.14% active. AID 652163;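 active = mean inhibition of at least 70% across replicates, with every replicate also reaching that level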
Target sequence (P26447 whole entry, looked up): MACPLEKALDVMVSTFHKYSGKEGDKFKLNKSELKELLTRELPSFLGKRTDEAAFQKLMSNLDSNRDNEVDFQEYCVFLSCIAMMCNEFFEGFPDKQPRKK
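Material: S100A4 monomer (human). Medium: Calcium-containing HEPES buffer, pH 7.2. Probe or stimulus: labelled myosin peptide probe, 5 nM. Compound dosing: one concentration per compound. Timing: polarization read 5 min after assay mix addition, stable 5–60 min. Benchmarks: DMSO as neutral control, TFP as positive control.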
PGC1a acetyl inh = lowers PGC1a acetylation signal in U2OS cells | inhibition, % at 15.6 µM | AID 651687 | 350,000 tested, 0.17% active | AlphaScreen anti-acetyl-lysine; with virally co-expressed GCN5 acetyltransferase;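 active = every replicate shows inhibition of at least 40%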;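 note: 0% = neutral control wells and 100% = positive control wells; some results beyond the cut were filed as inactive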
LGR2 inh = Drosophila LGR2 receptor signaling inhibition; HEK293 LGR2, CRE-luciferase, bursicon-stimulated, 4 h; inhibition, % at 9.99 µM; 380,000 tested, 0.35% active;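 active = drop in luminescence signal, shown as inhibition above about 50% in the replicate tests, limit read from the data, passing the limit was not always enough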;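 note: agonist challenge used bursicon conditioned medium at about half maximal strength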
Cneo AK release = Cryptococcus neoformans lysis via adenylate kinase release. C. neoformans lysis, adenylate kinase release luminescence, 4 h; normalised: neutral wells 0, clomiphene wells 100. 360,000 tested, 0.2% active. lysis activity, % at 15 µM;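 active = mean lysis activity across replicates of at least 80%, whatever share of replicates individually reach that level; inactive = mean lysis activity below 80%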
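Material – Cryptococcus neoformans yeast cells · Quantity – 5 × 10^6 yeast cells/mL · Buffer or medium – YPD medium · Compound – single dose · Timing – 4 h static compound exposure, 37 °C, read 1 h post-reagent · Signal – adenylate kinase release luminescence · Read-out basis – lysis from increased AK signal · Benchmarks – Clomiphene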
Numbers without * were called inactive; nt = no result given; & = joins results of further samples. Only part of the results is shown; count on the stated rates, not on these rows.

no. | structure | C2C12 statin | Xi reactivation | SIRT5 inh | ERAP1 inh
1 | Cc1noc(C)c1NC(=O)N(C)C[C@@H]1Oc2cc(C#CCC(C)C)ccc2S(=O)(=O)N([C@H](C)CO)C[C@@H]1C | 38 | -0.2 | 11 | 0
2 | O=C1NC(=Nc2cccnc2)S/C1=C/c1ccc(F)cc1 | nt | 0.0 | 15 | nt
3 | O=C(Cc1ccc([N+](=O)[O-])cc1)N1N=C(c2ccncc2)CC1(O)C(F)(F)F (stereo unspecified) | nt | -0.1 | 2 | 20
4 | C/C=C/c1cccc(-c2nc(C(=O)NCc3cccc(OC)c3)cc3c2[C@H](CCO)N([S@@](=O)C(C)(C)C)C3)c1 | -1 | 0.1 | 2 | 0
5 | COc1cccc(S(=O)(=O)Nc2ccc3c(c2)[C@H]2C[C@H](CC(=O)O)O[C@H](CO)[C@H]2O3)c1 | 4 | -0.1 | -8 | 1
6 | C[C@H]1CCCCO[C@H](CN(C)C(=O)Nc2ccc(F)cc2)[C@@H](C)CN([C@@H](C)CO)C(=O)c2cc(NC(=O)C3CCCCC3)ccc2O1 | nt | -1.1 | 0 | 1
7 | COc1ccc2c3c([nH]c2c1)[C@@H](CO)N(Cc1ccccc1)CC31CCN(S(C)(=O)=O)CC1 | nt | 0.2 | nt | -1
8 | O=C(c1cccc(F)c1)N1CC2(C1)[C@H](c1ccccc1)[C@@H](CO)N2C(=O)C1CC1 | nt | 0.2 | -1 | 1
9 | COc1ccccc1C(CNC(=S)NCc1ccccc1)N1CCCC1 (stereo unspecified) | 8 | 0.0 | -6 | -7
10 | COc1cccc(N2CC(C)Cn3c2nc2c3c(=O)[nH]c(=O)n2C)c1 (stereo unspecified) | 9 | 0.0 | 0 | 1
11 | CCO/N=C(/C)c1c(O)cc(C(C)(C)C)n(-c2ccccc2)c1=O | nt | 0.0 | nt | nt
12 | CO[C@H]1CN(C)C(=O)c2cc(NC(=O)Nc3ccccc3F)ccc2OC[C@H](C)NC[C@@H]1C | 27 | 0.0 | 11 | -7
13 | O=C(NCc1ccccc1)C1=C[C@H](c2ccc3c(c2)OCO3)C[C@H](OCCCCO)O1 | 35 | 0.1 | -4&0 | 2&2
14 | CCN(CC)S(=O)(=O)c1ccc2c(c1)nc(CCC(=O)Nc1ccccc1Cc1ccccc1)n2CC | 7 | nt | nt | nt
15 | COc1ccc(CCN2CC(C(=O)Nc3cc(S(C)(=O)=O)ccc3Cl)CC2=O)cc1OC (stereo unspecified) | 2 | 0.0 | -1 | 0

no. | S100A4 MyoIIA | PGC1a acetyl inh | LGR2 inh | Cneo AK release
1 | 10 | 5 | 4 | -7
2 | -1 | 12 | -29 | 0
3 | -1 | -3 | 19 | nt
4 | 9 | -12 | 0 | 15
5 | -2 | 6 | 3 | 0
6 | -6 | -9 | 11 | 3
7 | 0 | -10 | 8 | nt
8 | 1 | 8 | -1 | nt
9 | -3 | nt | -13 | 1
10 | 59 | nt | -8 | -5
11 | nt | -3 | 0 | -2
12 | 20 | -7 | 0 | 4
13 | -3&-4 | -6&7 | -2 | -1&2
14 | nt | 8 | 5 | -1
15 | -2 | nt | 12 | 5

Carrying on:
no. | structure | C2C12 statin | Xi reactivation | SIRT5 inh | ERAP1 inh
16 | COc1ccc(-c2ccc3c(c2)[C@@H]2[C@@H](CCN2C(=O)C2CC2)[C@@H](CO)N3C)cc1 | 18 | 0.0 | 1 | 3
17 | COc1ccc(CCNC(=O)CSc2nn3c(=O)c(C)nnc3s2)cc1OC | nt | 0.4 | -1 | -6
18 | COc1ccc(CSc2ccc(S(=O)(=O)N3CCCCC3)cn2)cc1F | -12 | 0.0 | -1 | -4
19 | CCC(=O)N1C[C@H](O)COC[C@H]2O[C@@H](CC(=O)NCc3ccccc3Cl)CC[C@@H]21 | 22 | 0.0 | 3 | 0
20 | COCCCNC(=S)N/N=C/c1ccc(OC)c(Br)c1 | nt | 0.2 | -5 | nt
21 | O=S(=O)(NCc1ccco1)c1ccc(Cl)s1 | 4 | 0.0 | -2 | 3
22 | CCCC(=O)N(Cc1cc(=O)[nH]c2ccccc12)c1cccc(C)c1 | -4 | 0.2 | -6 | -1
23 | CNC[C@H]1Oc2cc(-c3ccc(C(=O)N(C)C)cc3)ccc2S(=O)(=O)N([C@@H](C)CO)C[C@@H]1C | -1 | -0.1 | 1 | 0
24 | COc1ccc(S(=O)(=O)N(C)C[C@H]2Oc3ccc(NC(=O)NC4CCCCC4)cc3CC(=O)N([C@H](C)CO)C[C@@H]2C)cc1 | 8 | -0.2 | 9 | 1
25 | CCOc1cc(N2CCOCC2)c(OCC)cc1NC(=O)CN1CCSC1=O | -2 | -0.1 | -1 | -2
26 | O=[N+]([O-])c1ccc(N2CCSCC2)cc1 | nt | 0.0 | 0 | -5
27 | O=C(C[C@H]1C[C@H]2c3cc(NS(=O)(=O)c4ccc(F)cc4)ccc3O[C@H]2[C@H](CO)O1)NC1CCCC1 | -3 | 0.0 | -4 | -1
28 | Cc1cc(NC(=O)CN2C(=O)c3ccccc3C2=O)no1 | nt | 0.4 | -2 | 0
29 | C[C@H]1CN([C@@H](C)CO)C(=O)CCCn2cc(nn2)CO[C@H]1CN(C)C(=O)Nc1ccc(C(C)(C)C)cc1 | -8 | 0.1 | nt | nt
30 | CO[C@@H]1CN(C)C(=O)c2cc(NC(=O)c3ccccc3F)ccc2OC[C@@H](C)N(C(=O)c2ccccc2F)C[C@@H]1C | -6 | -0.3 | 1 | 2

no. | S100A4 MyoIIA | PGC1a acetyl inh | LGR2 inh | Cneo AK release
16 | 6 | 1 | -11 | 8
17 | -5 | nt | 2 | 1
18 | -3 | -3 | 4 | -1
19 | -7 | -4 | 3 | 0
20 | 0 | nt | -14 | nt
21 | 3 | 7 | 7 | -1
22 | 4 | 7 | 6 | 0
23 | -2 | -2 | 2 | 0
24 | 4 | 4 | -15 | -3
25 | 3 | 1 | 18 | -2
26 | -8 | 2 | -18 | nt
27 | 9 | -7 | -14 | 3
28 | -1 | -9 | -1 | nt
29 | nt | 33 | -5 | nt
30 | 2 | 1 | 10 | -11

6 entries out of the list, arranged by count of non-hydrogen atoms, falling:
no. | structure | C2C12 statin | Xi reactivation | SIRT5 inh | ERAP1 inh
30 | CO[C@@H]1CN(C)C(=O)c2cc(NC(=O)c3ccccc3F)ccc2OC[C@@H](C)N(C(=O)c2ccccc2F)C[C@@H]1C | -6 | -0.3 | 1 | 2
27 | O=C(C[C@H]1C[C@H]2c3cc(NS(=O)(=O)c4ccc(F)cc4)ccc3O[C@H]2[C@H](CO)O1)NC1CCCC1 | -3 | 0.0 | -4 | -1
18 | COc1ccc(CSc2ccc(S(=O)(=O)N3CCCCC3)cn2)cc1F | -12 | 0.0 | -1 | -4
22 | CCCC(=O)N(Cc1cc(=O)[nH]c2ccccc12)c1cccc(C)c1 | -4 | 0.2 | -6 | -1
28 | Cc1cc(NC(=O)CN2C(=O)c3ccccc3C2=O)no1 | nt | 0.4 | -2 | 0
20 | COCCCNC(=S)N/N=C/c1ccc(OC)c(Br)c1 | nt | 0.2 | -5 | nt

no. | S100A4 MyoIIA | PGC1a acetyl inh | LGR2 inh | Cneo AK release
30 | 2 | 1 | 10 | -11
27 | 9 | -7 | -14 | 3
18 | -3 | -3 | 4 | -1
22 | 4 | 7 | 6 | 0
28 | -1 | -9 | -1 | nt
20 | 0 | nt | -14 | nt

Following part:
no. | structure | C2C12 statin | Xi reactivation | SIRT5 inh | ERAP1 inh
31 | COc1ccc(-c2ccc3c(c2)[C@H]2[C@H](CCN2C(=O)Cc2ccccc2)[C@H](CO)N3C)cc1 | 19 | -0.1 | nt | nt
32 | CC(=O)Nc1nn(C)c2nc(C)cc(C)c12 | nt | -0.1 | -7 | -4
33 | CC(C)CCN1CCN(Cc2ccc(Oc3ncccn3)cc2)CC1CCO (stereo unspecified) | -3 | -0.3 | 1 | -5
34 | Cc1cc(C)c2nc(-c3cccc(Cl)c3)c(C)c(C(=O)N3CCOCC3)c2c1 | -7 | 0.0 | 1 | 5
35 | COc1ccc(-c2c(C(F)(F)F)nn(C)c2NC(=O)CSCC(=O)O)cc1 | 0 | -0.1 | -4 | -1
36 | O=[S@]1Oc2ccccc2-c2ccccc21 | nt | 0.0 | -4 | -1
37 | Cc1cccc(-c2oc3ccc(-c4ccc5c(c4)OCO5)cc3c2C#Cc2cncn2C)c1 | 12 | -0.1 | -3 | 0
38 | COc1ccccc1-c1cnc(C(O)c2ccc(F)cc2C)[nH]1 (stereo unspecified) | 5 | 0.1 | 0 | -1
39 | Cc1onc(-c2ccccc2)c1C(=O)Nc1cccc(C#N)c1 | -3 | 0.0 | nt | nt
40 | CCNS(=O)(=O)c1ccc(NC(=O)c2ccccc2SCCOC)cc1 | -3 | 0.0 | -4 | 0
41 | CCCNC(=O)Nc1ccc2c(c1)OC[C@@H](C)N(C(=O)C1CCCCC1)C[C@@H](C)[C@@H](OC)CN(C)C2=O | -10 | 0.0 | 1 | 0
42 | NS(=O)(=O)c1cccc(NC(=O)c2cccnc2Oc2ccccc2)c1 | nt | 0.5 | -4 | 7
43 | OC[C@H]1[C@@H](c2ccc(C3=CCCC3)cc2)[C@@H]2CN(Cc3ccncc3)CCCCN12 | 3 | 0.0 | 5 | 0
44 | O=C(C[C@@H]1CC[C@H]2[C@@H](COC[C@H](O)CN2C(=O)Cc2ccccc2)O1)NC1CCCC1 | -9 | -0.1 | -3 | 2
45 | COc1ccc(-c2nnc(SCC(=O)NC3CCCCC3)n2N)cc1 | 2 | -0.1 | -6 | 1

no. | S100A4 MyoIIA | PGC1a acetyl inh | LGR2 inh | Cneo AK release
31 | nt | -44 | 21 | 42
32 | -1 | -1 | -12 | 2
33 | -4 | 9 | -16 | -3
34 | -9 | 2 | 0 | -4
35 | -1 | 4 | -1 | -1
36 | -4 | 19 | nt | -4
37 | -2 | -5 | -15 | -1
38 | 3 | nt | -3 | -1
39 | 3 | -4 | -4 | -2
40 | 15 | 1 | 14 | 0
41 | -11 | nt | 1 | -2
42 | 8 | nt | -1 | nt
43 | -12 | 1 | -17 | 41
44 | -8 | 7 | 11 | 2
45 | -3 | nt | -7 | nt
